HEK293 cAMP ctrl: qHTS Assay for Agonists of the Thyroid Stimulating Hormone Receptor: Activators of Intracellular cAMP Concentrations in Parental HEK 293; Potency, µM (doses to about 57.1 µM), for the others: top-dose activation, actives largely listed as activators; AID 938, 2007; hit rate 2.5% among 73,000; parental HEK293 CNG cAMP sensor, membrane potential fluorescence; note: potency is the fitted concentration of half-maximal effect; % of control where 0% means no effect; nearly all actives have a fitted effect of over 55% in size
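Counterscreen for endogenous-receptor signalling: CNG-channel HEK 293 cells report cAMP rise by membrane depolarization. After 60 min dye equilibration with 100 uM RO 20-1724, compounds incubated 30 min before bottom-read fluorescence at 590 nm.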
Ub-GFP proteasome: Ubiquitin-GFP Assay. Ubiquitin-GFP reporter cells, proteasome inhibition, GFP fluorescence; response scale: untreated = 0%, 10 µM MG-132 = 100%. Potency, µM (titrated, usually from 45.9 µM), without a hit: at the top dose activation (GFP accumulation), hits mostly activators. 67,000 tested, under 10 active; active = well fitted activation curve with a large enough effect, not every such curve was filed as active; inconclusive = small, poorly fitted or top-dose-only effect, or another doubt; inactive = no such curve, though single readings can be large or run the other way; note: potency is the fitted concentration of half-maximal effect
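U2OS cells expressing ubiquitin(G76V)-GFP, seeded overnight in 0.5% FBS medium, then treated 4 hr at 37 C across 46 uM to 2.9 nM. GFP-positive cells counted by laser cytometry (488 ex/515 em); %activity scaled between basal and 10 uM MG-132.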
Epigenetic mod: qHTS Assay for Epigenetic Modulators. mouse C127i GFP locus derepression, cytometry, 30 h. Potency, µM (titrated, usually from 46.1 µM), for the others: at the highest dose GFP derepression (activation). hit rate 0.09% among 68,000; note: % of control where 0% means no effect
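Murine C127i mammary cells carrying a silenced, stably integrated CMV-driven GFP reporter were treated with compound for 30 hours at 37 C. After PBS washes, GFP-positive cells were counted by laser-scanning microplate cytometry.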
Caspase-1 inhib: qHTS Assay for Allosteric/Competitive Inhibitors of Caspase-1; Caspase-1 enzyme, Ac-WEHD-AFC fluorogenic rate; AID 900, 2007; P29466; hit rate 0.03% among 75,000; Potency, µM (titrated, usually from 57.5 µM), for the others: top-dose activity change, negative = inhibition, actives largely listed as inhibitors;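 note: potency is the fitted concentration of half-maximal effect; plate controls were vehicle for no effect and no substrate for full effect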
A350 autofl: qHTS Assay for Spectroscopic Profiling in A350 Spectral Region | max dye-equivalent concentration, M | hit rate 11% among 59,000 | Compound autofluorescence, 340/450 nm, Alexa 350 dye-equivalents; stronger effect = higher value; in the data active = max dye-equivalent concentration above about 10 nM; inconclusive = mostly about 1.1 nM to 9.6 nM
Fluorescein autfl: qHTS Assay for Spectroscopic Profiling in Fluorescein Spectral Region. Compound autofluorescence, 480/540 nm, fluorescein-equivalent; stronger effect = higher value. max fluorescein-equivalent concentration, M. hit rate 0.91% among 59,000; in the data active = max fluorescein-equivalent concentration above about 10 nM; inconclusive = between about 1.1 nM and that limit
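Compounds were pin-transferred into 100 mM Tris buffer, pH 8.0, and incubated 15 min at room temperature. Fluorescence was read at 480 nm excitation/540 nm emission. Signals were normalized to an on-plate six-point fluorescein standard curve as dye-equivalent concentration.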
Caspase-7 inhib: qHTS Assay for Allosteric/Competitive Inhibitors of Caspase-7. P55210. recombinant caspase-7, Ac-DEVD-AFC fluorescence rate. Potency, µM (titrated, usually from 57.5 µM), without a hit: at the highest dose activity change, negative = inhibition, hits mostly inhibitors. hit rate 0.02% among 75,000. AID 889, 2007; active = well fitted inhibition curve with a large enough effect in the main read-out, with a control signal flat, not every such curve was filed as active; inconclusive = small, poorly fitted or top-dose-only effect, or a change in a side signal; note: potency is the fitted concentration of half-maximal effect; % of control where 0% means no effect
Target sequence (P55210 24-198 limits assumed): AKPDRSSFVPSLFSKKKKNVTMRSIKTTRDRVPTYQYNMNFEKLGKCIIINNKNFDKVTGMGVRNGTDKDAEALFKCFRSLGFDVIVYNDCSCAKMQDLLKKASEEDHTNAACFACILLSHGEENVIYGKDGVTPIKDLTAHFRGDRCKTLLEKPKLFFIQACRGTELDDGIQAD
Target sequence (P55210 207-303 limits assumed): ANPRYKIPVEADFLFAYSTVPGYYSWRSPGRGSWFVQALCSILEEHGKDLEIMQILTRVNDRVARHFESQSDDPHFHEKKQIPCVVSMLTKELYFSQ
BRCT inh red: qHTS Assay for Inhibitors of BRCT-Phosphoprotein Interaction (Red Fluorophore); Potency, µM (top dose mostly 76.9 µM), for inactives: at the top dose activity change, negative = inhibition, usual class: inhibitors; BRCT-phosphopeptide binding, red fluorescence polarization; Breast cancer type 1 susceptibility protein (Homo sapiens), P38398; hit rate 0.03% among 75,000; AID 892, 2007; note: % is set by controls: 0 for no effect and ±100 for the full control effect
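Fluorescence polarization: 100 nM His-tagged BRCA1 BRCT with 100 nM TAMRA-labelled phospho-BACH1 decapeptide, phosphate buffer pH 7.3 with 150 mM NaCl, DTT, 0.01% Tween 20; 12 min RT. Binding inhibition seen as FP decrease.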
USP2a inh: qHTS Assay for Inhibitors of Ubiquitin-specific Protease USP2a | Potency, µM (top dose mostly 38.3 µM), for inactives: top-dose activity change, negative = inhibition, actives largely listed as inhibitors | AID 927, 2007 | hit rate 0.1% among 60,000 | Ubiquitin carboxyl-terminal hydrolase 2 (Homo sapiens), O75604 | USP2a enzymatic assay, qHTS inhibition;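 note: potency is the fitted concentration of half-maximal effect; nearly all actives have a fitted effect of over 60% in size; plate controls were DMSO for no effect and NEM full inhibition control for full effect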
Target sequence (O75604 whole entry, looked up): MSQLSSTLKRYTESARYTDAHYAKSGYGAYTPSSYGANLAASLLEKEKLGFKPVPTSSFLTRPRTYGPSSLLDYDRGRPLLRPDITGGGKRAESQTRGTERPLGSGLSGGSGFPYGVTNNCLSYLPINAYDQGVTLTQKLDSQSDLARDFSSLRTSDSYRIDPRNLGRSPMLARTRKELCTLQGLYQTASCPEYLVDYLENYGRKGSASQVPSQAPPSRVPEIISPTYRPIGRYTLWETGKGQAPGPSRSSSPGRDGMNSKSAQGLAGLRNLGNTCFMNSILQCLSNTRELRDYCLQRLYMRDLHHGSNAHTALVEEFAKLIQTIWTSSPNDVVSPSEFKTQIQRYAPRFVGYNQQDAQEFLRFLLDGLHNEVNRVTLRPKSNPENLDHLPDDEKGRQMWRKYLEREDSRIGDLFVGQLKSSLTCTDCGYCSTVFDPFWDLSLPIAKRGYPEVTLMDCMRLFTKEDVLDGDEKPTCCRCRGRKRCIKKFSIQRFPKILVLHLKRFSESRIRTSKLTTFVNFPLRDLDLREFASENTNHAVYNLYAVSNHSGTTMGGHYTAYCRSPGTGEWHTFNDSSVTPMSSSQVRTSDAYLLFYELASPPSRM
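20 nM USP2 core + cpd, 30 min RT; add 20 nM Ub-PLA2/20 uM NBD C6-HPC; read Ex460/Em535 at 0 h and 2.5 h. Normalized to NEM; qHTS curve fit/classification.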
BRCT PPI green: qHTS Assay for Inhibitors of BRCT-Phosphoprotein Interaction (Green Fluorophore); BRCA1 BRCT-phosphopeptide binding, green fluorescence polarization; Potency, µM (titrated, usually from 76.9 µM), for inactives: top-dose activity change, negative = inhibition, most hits filed as inhibitors; hit rate 0.05% among 75,000;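 note: potency is the fitted concentration of half-maximal effect; plate controls were peptide without protein for full effect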
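Fluorescence polarization: His-tagged BRCT (~35 kDa BRCA1 C-terminus, 250 nM) bound to 100 nM fluorescein-labeled phosphorylated 10-aa BACH1 peptide, pH 7.3 phosphate buffer with DTT and Tween 20. Compounds incubated 12 min at room temperature; inhibition read as lowered polarization.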
4MU fluor: qHTS Assay for Spectroscopic Profiling in 4-MU Spectral Region | compound autofluorescence, 340/450 nm, 4-MU equivalents; stronger effect = higher value | max dye-equivalent concentration, M | hit rate 11% among 59,000; in the data active = max dye-equivalent concentration above about 10 nM; inconclusive = mostly about 1.1 nM to 9.6 nM
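Intrinsic fluorescence at 340/450 nm (ex/em) was read after 15 min at room temperature in pH 8.0, 100 mM Tris. Each compound concentration expressed as 4-MU-equivalent concentration from a six-point 4-MU standard series on each plate.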
* = called active by the depositor; i = inactive; ? = inconclusive; · = no result given; [ ] = dose if it differs, or a comment. Unless noted, calls come from the whole dose curve; as a rule, active = well fitted curve in the direction sought with a large enough effect; inconclusive = small, poorly fitted or top-dose-only effect, or another doubt; inactive = no such curve, though single readings can be large; an effect the other way counts as inactive or inconclusive. The list is partial (hit frequency here may not be typical).

SMILES	HEK293 cAMP ctrl	Ub-GFP proteasome	Epigenetic mod	Caspase-1 inhib	A350 autofl	Fluorescein autfl	Caspase-7 inhib	BRCT inh red	USP2a inh	BRCT PPI green	4MU fluor
C=CCC1CCCCC12NC(=O)NC2=O (stereo not drawn)	10%	12%	-2%	0%	·	·	-1%	0.4%	-2%	1.0%	·
CCOC(=O)c1ccc2c(c1)nc(C1CCN(S(=O)(=O)c3cccs3)CC1)n2CC	2%	-3%	2%	-5%	i	?	2%	-1.8%	33%[activator]	2.2%	i
O=C(Nc1ccc(N2CCCCC2)cc1)c1ccccc1	-12%	·	·	-3%	·	·	-4%	1.7%	·	0.0%	·
CS(=O)(=O)N1CCC2(CCCN(Cc3ccccc3)C2)CC1	29%	-3%	7%[9.22 µM]	0%	?	i	0%	-0.4%	12%	1.8%	?
Cc1sc2c(=O)n3c(nc2c1C(=O)NCCCN1CCOCC1)CCCCC3	7%	·	-2%	-1%	i	?	-1%	-5.6%	6%	11%	i
CC(C)(C)NC(=O)C(c1ccccc1)N(C(=O)c1csnn1)C1CC1 (stereo not drawn)	2%	-6%	2%	-3%	i	i	0%	-0.8%	-7%	-1.5%	i
O=C1c2ccccc2C(=O)N1CCCCN(C(=O)c1ccco1)c1ccc(Cl)cc1	25µM*	16%	-2%	-3%	·	·	-25%	-0.3%	-6%	-0.4%	·
Cc1c(NC(=O)c2ccc(Br)o2)c(=O)n(-c2ccccc2)n1C	5%[11.4 µM]	-12%[9.17 µM]	-4%	0%	·	·	1%	-2.5%	-1%[7.66 µM]	-1.4%	·
COc1cccc(Cn2c(=O)cnc3cnc(OC)nc32)c1	?	-2%	1%[9.22 µM]	-1%	i	i	-2%	1.3%	24%	2.3%	i
CCN(CC(=O)O)C(=O)c1cccnc1	0%[11.4 µM]	4%[9.17 µM]	-7%[9.22 µM]	-3%[11.5 µM]	i	i	1%[11.5 µM]	-0.6%[15.4 µM]	·	-0.5%[15.4 µM]	i
O=C(Nc1ccc(Cl)cc1C(=O)Nc1ccncc1)c1ccco1	?	3%	0%	-2%	?	?	-1%	-1.6%	22%	0.6%	?
O=C(Nc1ccccc1Cl)N1CCN(c2ccccn2)CC1	5%[11.4 µM]	3%[9.17 µM]	-2%	0%	·	·	1%	-0.2%	4%[7.66 µM]	-1.6%	·
COc1ccc(N)c(OC)c1	-11%	·	·	-1%	·	·	1%	0.3%	·	1.0%	·
CCc1ccccc1NC(=O)CN(c1cccc(OC)c1)S(C)(=O)=O	14%[11.4 µM]	-2%[9.17 µM]	-2%	-1%	·	·	1%	-1.0%	4%[7.66 µM]	-1.5%	·
COCCCNC(=O)Cn1nnc(-c2ccc(NC(=O)c3ccccc3OC)cc2)n1	0%	1%	-4%	1%	?	?	7%	0.4%	3%	-1.5%	i
O=C1C(=O)N(Cc2ccc(Cl)c(Cl)c2)c2ccccc21	?	2%	0%	-5%	·	·	-16%	-2.2%	·	-8.0%	·
CCOC(=O)C1CCN(C(=O)c2cccc(Cl)c2)CC1	22%	0%	8%	-1%	i	i	1%	1.4%	5%	0.4%	i
CCOC(=O)C1CCCN(CC(O)COc2ccc(OC)cc2C(C)(C)C)C1 (stereo not drawn)	22%	5%	-2%	1%	?	?	-2%	-0.7%	0%	-2.0%	i
COc1cccc(C2CC(c3c(Cl)cccc3Cl)n3nc(N)nc3N2)c1 (stereo not drawn)	18%	-9%	·	-1%	·	·	-2%	-1.6%	·	-0.9%	·
O=c1[nH]cnc2c1nc(Cl)n2C1OC(CO)C(O)C1O (stereo not drawn)	·	·	·	3%	·	·	-1%	0.6%	0%	-2.3%	·
Cn1cc(S(=O)(=O)Nc2ccc(F)cc2F)c(=O)n(C)c1=O	19%	-2%	·	2%	·	·	2%	0.5%	·	2.0%	·
Cc1c(C(=O)NCc2ccccc2)oc2ccc(S(=O)(=O)N3CCC4(CC3)OCCO4)cc12	-6%	4%	0%	-1%	i	i	-2%	-0.1%	50%[activator]	2.1%	i
CCOC(=O)c1ccc2c(c1)C1C=CCC1C(C(=O)O)N2 (stereo not drawn)	2%	-4%	-3%	-8%	?	?	-13%	?	-22%	-29%	?
C1CNCCN1	·	·	·	2%	·	·	2%	0.3%	-8%	0.2%[3.08 µM]	·
Cc1cc(C(=O)COC(=O)c2ccc3c(c2)OCO3)c(C)n1Cc1cccs1	?	-1%	2%	-4%	i	?	-3%	-0.2%	13%	-0.3%	i

Next part; it opens with the 2 that closed the last part.
SMILES	HEK293 cAMP ctrl	Ub-GFP proteasome	Epigenetic mod	Caspase-1 inhib	A350 autofl	Fluorescein autfl	Caspase-7 inhib	BRCT inh red	USP2a inh	BRCT PPI green	4MU fluor
C1CNCCN1	·	·	·	2%	·	·	2%	0.3%	-8%	0.2%[3.08 µM]	·
Cc1cc(C(=O)COC(=O)c2ccc3c(c2)OCO3)c(C)n1Cc1cccs1	?	-1%	2%	-4%	i	?	-3%	-0.2%	13%	-0.3%	i
O=C(Oc1ccc(Cl)c2cccnc12)N1CCCCC1	-1%	3%	-2%	-2%	i	i	1%	-1.8%	4%	0.7%	i
COC(=O)c1cc(=O)n(Cc2ccco2)c(=Nc2ccc(F)c(Cl)c2)s1	4%	-12%	-3%	-2%	·	·	-6%	0.1%	·	-0.7%	·
CCN1C(=O)CSC1=NC1C2CC3CC(C2)CC1C3 (stereo not drawn)	2%	1%	-2%	-3%	·	·	-2%	0.3%	-8%	-1.3%	·
CC(C)COCC1CC2(CC(C)(c3csc(N)n3)OC2=O)C(=O)O1 (stereo not drawn)	-7%	·	·	-2%	·	·	-2%	0.6%	·	2.8%	·
Cc1cc(Cl)c(S(=O)(=O)Nc2ccccn2)cc1OCC(N)=O	7%	7%	0%	0%	i	?	1%	0.7%	-7%	1.2%	i
O=C(NCCCN1CCC(Cc2ccccc2)CC1)C1CC(=O)N(C2CCCC2)C1 (stereo not drawn)	8%	-3%	-5%	-4%	·	·	-2%	-1.5%	·	0.8%	·
COc1ccc(CCN2CC34C=CC(O3)C(C(=O)NCc3ccccc3)C4C2=O)cc1OC (stereo not drawn)	1%	-4%	4%	0%	?	?	4%	-0.2%	-4%	-3.3%	?
CN(c1ccc(C(=O)O)cc1)S(=O)(=O)c1ccccc1	7%	-1%	-4%	0%	·	·	1%	-0.5%	-5%	-0.3%	·
O=C1CNC(=O)c2c(nc3n2CCC3)N1	-2%	9%	-3%	-2%	i	i	-1%	0.8%	-1%	0.8%	i
CC1CN(c2nc3ccccc3nc2C(C#N)C(=O)NCc2ccc3c(c2)OCO3)CC(C)O1 (stereo not drawn)	12%	10%	-3%	?	i	1.1e-07M*	-21%	-1.0%	48%[activator]	2.3%	i
Cc1cccc(CNc2nc(-c3ccc4c(c3)OCO4)nc3ccccc23)c1	?	2%	3%[9.22 µM]	-2%	i	?	-5%	-1.4%	-69%	2.9%	i
Cc1ccc(N(C(=O)CNC(=O)c2ccco2)C(C(=O)NC2CCCC2)c2cccnc2)cc1C (stereo not drawn)	15%	-3%	2%	3%	i	?	-1%	0.4%	11%	-1.0%	i
O=C(NCc1cn2ccsc2n1)Nc1ccc(Cl)cc1	-7%	-3%	-2%	0%	i	?	8%	-0.4%	-17%	-2.7%	i
O=C(O)c1cc(N=Nc2ccc([N+](=O)[O-])cc2)ccc1O	-17%[11.4 µM]	20%[9.17 µM]	2%[9.22 µM]	-2%[11.5 µM]	i	i	4%[11.5 µM]	0.2%[15.4 µM]	·	-2.0%[15.4 µM]	i
Cc1nc2[nH]onc2c2nccc(=O)c12	2%	1%	-3%	?	?	i	?	0.5%	-2%	1.4%	i
CCNc1nc(N2CCOCC2)nc(N(c2ccccc2)c2ccccc2)n1	20%	-4%	-2%	-1%	i	?	0%	1.1%	9%	-4.9%	i
CCOC(=O)N1CCC(NC(=O)C2CCCCN2S(=O)(=O)c2ccc(F)cc2)CC1 (stereo not drawn)	-5%	-16%	·	-5%	·	·	2%	0.6%	·	0.8%	·
CCOC(=O)CCCn1nc(C)n2c(cc3sccc32)c1=O	18%	-1%	2%	-1%	i	?	1%	-4.7%	-7%	-0.7%	i
CC(=O)c1cccc(S(=O)(=O)N2CCCC(c3nc(-c4ccc(C)o4)no3)C2)c1 (stereo not drawn)	17%	3%	-1%	-3%	i	i	0%	-2.0%	11%	0.9%	i
COC(=O)c1ccc(C)cc1	-5%	·	·	-6%	·	·	1%	0.8%	·	-0.7%	·
COC(=O)C1=C(C)N(C)C(=O)NC1c1ccc(C)cc1 (stereo not drawn)	26%	-3%	0%	2%	·	·	0%	-0.3%	7%	-0.5%	·
CC1CCC(NC(=O)C2CCN(C(=O)NC3CCCCC3)CC2)CC1 (stereo not drawn)	0%	0%	1%	-2%	i	i	2%	-0.4%	·	0.9%	i
